DT40 TDP1 no CPT = qHTS for Inhibitors of human tyrosyl-DNA phosphodiesterase 1 (TDP1): qHTS in cells in absence of CPT; DT40 Tdp1-/- hTDP1 cells, no CPT, ATP luminescence, 48 h; Potency, µM (titrated, usually from 46.2 µM), for the others: at the highest dose activity change, negative = growth inhibition, usual class: inhibitors; 420,000 compounds, 15% hits; also: nearly all actives have a fitted effect of over 55% in size
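Growth of hTDP1-complemented DT40 Tdp1-knockout cells is measured by ATP luminescence after at least 48 hr compound exposure at 37 °C, with DMSO substituting for the 20 nM CPT used in the parallel screen.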
GCN5L2 inh = GCN5L2 (KAT2A) acetyltransferase inhibition | 390,000 compounds, 0.21% hits | Potency, µM (titrated, usually from 58.9 µM), without a hit: top-dose activity change, negative = inhibition, hits mostly inhibitors | AID 504327 | Q92830 | GCN5L2 HAT assay, ThioGlo1 CoA-SH fluorescence
Target sequence (Q92830 whole entry, looked up): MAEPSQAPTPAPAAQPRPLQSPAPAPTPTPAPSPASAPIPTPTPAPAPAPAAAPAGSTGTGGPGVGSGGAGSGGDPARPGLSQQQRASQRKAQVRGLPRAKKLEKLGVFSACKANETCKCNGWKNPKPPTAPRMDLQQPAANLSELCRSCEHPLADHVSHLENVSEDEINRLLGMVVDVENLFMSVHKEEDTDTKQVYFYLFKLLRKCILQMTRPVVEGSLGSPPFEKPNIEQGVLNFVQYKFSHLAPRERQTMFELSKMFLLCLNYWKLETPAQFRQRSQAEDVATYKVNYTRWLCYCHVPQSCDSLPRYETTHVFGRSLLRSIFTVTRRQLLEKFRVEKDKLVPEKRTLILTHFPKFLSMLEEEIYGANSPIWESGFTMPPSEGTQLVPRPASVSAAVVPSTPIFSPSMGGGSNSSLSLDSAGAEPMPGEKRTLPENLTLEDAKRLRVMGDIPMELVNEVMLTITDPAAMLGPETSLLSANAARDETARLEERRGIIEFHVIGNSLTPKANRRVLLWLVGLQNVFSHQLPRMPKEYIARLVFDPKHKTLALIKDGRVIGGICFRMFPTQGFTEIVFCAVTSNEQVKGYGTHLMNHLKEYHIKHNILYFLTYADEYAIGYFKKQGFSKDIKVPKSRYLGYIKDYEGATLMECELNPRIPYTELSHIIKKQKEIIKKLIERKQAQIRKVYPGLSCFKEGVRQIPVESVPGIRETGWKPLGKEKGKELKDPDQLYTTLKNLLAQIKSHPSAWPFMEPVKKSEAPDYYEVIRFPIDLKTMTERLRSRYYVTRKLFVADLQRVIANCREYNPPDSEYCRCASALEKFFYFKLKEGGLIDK
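ThioGlo1-coupled HAT assay: 20nM GCN5L2, 70uM acetyl-CoA, 75uM H3(1-25) peptide, pH 7.5. Fluorescence read at 340/540nm at start and after 20 min at room temperature.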
TDP1 cell CPT = DT40-hTDP1 cell growth loss with CPT. chicken DT40 Tdp1-/-;hTDP1 cells + 20 nM CPT, ATP luminescence, 48 h. Potency, µM (doses to about 46.2 µM), for the others: at the top dose activity change, negative = growth inhibition, usual class: inhibitors. 420,000 compounds, 12% hits. AID 686979; also: nearly all actives have a fitted effect of over 55% in size
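Chicken DT40 Tdp1-/- cells stably complemented with human TDP1 were seeded at 400 cells/well in medium containing 20 nM camptothecin, exposed to pin-transferred compounds, and grown at 37 °C for at least 48 hr. Viability was read as ATP luminescence.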
Active calls of the source: *; ? = inconclusive; . = no result given. Calls follow the shape of the dose curve; as a rule, active = well fitted curve in the direction sought with a large enough effect; inconclusive = small, poorly fitted or top-dose-only effect, or another doubt; inactive = no such curve, though single readings can be large; an effect the other way counts as inactive or inconclusive. % is scaled to controls: 0 for no effect and ±100 for the full control effect; potency is read from the fitted curve at half-maximal effect.

nr	canonical_smiles	GCN5L2 inh	DT40 TDP1 no CPT	TDP1 cell CPT
1	COCCN(CC1CCCN(C2Cc3ccccc3C2)C1)C(=O)c1ccc(C(C)=O)cc1 (centres undefined)	-6%	?	-3%
2	Cc1cccc(N2CCN(C3C(=O)Nc4ccccc4-n4nnnc43)CC2)c1C (centres undefined)	.	7.3µM*	12µM*
3	CCCCC(=O)N(C)c1c(C)nc2ccc(C(=O)N3CCN(C(C)=O)CC3)cn12	.	0%	-7%
4	O=CN1CCCN(Cc2nc(Cc3ccccc3F)no2)CC1	-2%	-2%	1%
5	Oc1ccc(C[C@H]2CNCCN2CCc2cccc3ccccc23)cc1	-1%	?	?
6	CN1C(=O)c2ccc(C(=O)Nc3ccc(Br)cn3)cc2C1=O	?	12%	-2%
7	COc1ccc(C(=O)Cc2cc(OC)c(OC)cc2C(=O)c2ccccc2F)cc1OC	-6%	?	-21%
8	CS(=O)(=O)c1ccccc1-c1nnc(NC(=O)COc2ccc(Cl)cc2)o1	-25%	-9%	?
9	COC(=O)[C@@]12C[C@@H](CC(=O)NCc3ccc(OC)c(OC)c3)C(=O)N(CCc3ccc(OC)c(OC)c3)C1=CCC(C)(C)C2	.	15µM*	16µM*
10	Cc1sc2nc(-c3ccc(Br)cc3)oc(=O)c2c1C	-2%	-7%	-3%
11	Cc1nn(C)c(Oc2cccc(C(F)(F)F)c2)c1C=O	-4%	-21%	6%
12	CN(C)c1ccc(-c2ccc3ncnc(NCc4ccccc4)c3c2)cc1	-24%	?	?
13	Cc1ccc(S(=O)(=O)N2CCCCC2)cc1NC(=O)COC(=O)Cc1c(F)cccc1Cl	-6%	?	?
14	Cc1cccc(CSc2nc3ccncc3n2Cc2ccc(C(=O)O)cc2)c1	-6%	-2%	-1%
15	COc1ccc(-c2ccc(S(=O)(=O)N3CCCC3)cc2)cc1	-12%	?	?
16	COc1ccc2[nH]c(C)c(C(=O)CN3CCN(C(=O)c4ccco4)CC3)c2c1	-2%	-8%	-13%
17	Cn1c(=O)cc(Nc2ccccc2)c2c(=O)n(-c3ccccc3)c(=O)n(-c3ccccc3)c21	-3%	?	0%
18	CCOC(=O)COc1cccc2c(=O)n(CC(=O)NCc3ccccc3)ccc12	0%	0.65µM*	1µM*
19	CS(=O)(=O)N1CCC(C(=O)Nc2ccccc2Br)CC1	0%	5%	15%
20	NNC(=O)c1cc(S(=O)(=O)N2CCOCC2)c[nH]1	-3%	11%	-13%
21	CC(=O)/C(=N\Nc1cccc(Cl)c1)Sc1nnc(-c2ccccc2)n1-c1ccccc1	17%	-24%	-17%
22	O=C(C(Cc1ccccc1)N1C(=O)c2ccccc2C1=O)N1c2ccccc2CCc2ccccc21 (centres undefined)	-7%	6.5µM*	12µM*
23	O=C(Cn1nc(-c2ccccc2)nc1-c1ccccc1)N1CCOCC1	-6%	-18%	-3%
24	C=C(C)Cn1c(=O)c2c(nc3n2CCCN3Cc2ccccc2)n(C)c1=O	-5%	-18%	-17%
25	COc1cc2c(cc1C(F)(F)F)N(C(=O)Nc1cc(F)cc(-c3cccnc3)c1)CC2	.	3.5µM*	4.5µM*

Molecules listed so far that have a Cl atom (3):
nr	canonical_smiles	GCN5L2 inh	DT40 TDP1 no CPT	TDP1 cell CPT
8	CS(=O)(=O)c1ccccc1-c1nnc(NC(=O)COc2ccc(Cl)cc2)o1	-25%	-9%	?
13	Cc1ccc(S(=O)(=O)N2CCCCC2)cc1NC(=O)COC(=O)Cc1c(F)cccc1Cl	-6%	?	?
21	CC(=O)/C(=N\Nc1cccc(Cl)c1)Sc1nnc(-c2ccccc2)n1-c1ccccc1	17%	-24%	-17%

Rewritten in transposed form: entries from further up
4) O=CN1CCCN(Cc2nc(Cc3ccccc3F)no2)CC1
5) Oc1ccc(C[C@H]2CNCCN2CCc2cccc3ccccc23)cc1
6) CN1C(=O)c2ccc(C(=O)Nc3ccc(Br)cn3)cc2C1=O
7) COc1ccc(C(=O)Cc2cc(OC)c(OC)cc2C(=O)c2ccccc2F)cc1OC
8) CS(=O)(=O)c1ccccc1-c1nnc(NC(=O)COc2ccc(Cl)cc2)o1
Screen / compound no.	4	5	6	7	8
GCN5L2 inh	-2%	-1%	?	-6%	-25%
DT40 TDP1 no CPT	-2%	?	12%	?	-9%
TDP1 cell CPT	1%	?	-2%	-21%	?

Further entries
nr	canonical_smiles	GCN5L2 inh	DT40 TDP1 no CPT	TDP1 cell CPT
26	Nc1cccc2c1C(=O)N(CCOc1ccc(F)cc1)C2=O	-12%	-15%	-14%
27	CN(C)S(=O)(=O)N(CCN1CCOCC1)Cc1ccccc1F	-7%	-23%	-12%
28	O=C(NC1CCN(Cc2ccccc2)CC1)c1ccccc1F	-3%	-1%	-25%
29	Cc1cccc(C(=O)OCC(=O)c2c(N)n(CC(C)C)c(=O)n(C)c2=O)c1[N+](=O)[O-]	-5%	18µM*	?
30	Cc1ccc(F)cc1NC(=O)c1ccc(NS(=O)(=O)c2ccc(Br)s2)cc1	-11%	-25%	-21%
31	CN(C)CCCNS(=O)(=O)c1cc(Cl)ccc1Cl	-1%	0%	-5%
32	O=C(NCCCN1CCCC1)C1CCN(C(=O)c2cc3sccc3n2Cc2ccc(F)cc2)CC1	-8%	?	16µM*
33	Cc1ccc2c(c1)c1c(c(=O)n(Cc3ccccc3)c(=O)n1Cc1ccccc1F)n2C	1%	-1%	1%
34	Cc1oc(-c2ccc(Cl)cc2)nc1CN1CCC(C(=O)NCCCN2CCCC2=O)CC1	1%	1%	24%
35	COc1ccc(C2C(C(C)=O)=C(O)C(=O)N2CCO)c(OC)c1 (centres undefined)	-7%	-7%	-14%
36	Cc1ccc(N/N=C2\CCS(=O)(=O)c3sccc32)cc1	-28%	-29%	-18%
37	COc1cc(CNC2CCCCCC2)cc(OC)c1OC	.	-23%	-9%
38	CCCNC(=O)C1(C)CCN(C(=O)c2cc(C)nn2C(C)(C)C)C1 (centres undefined)	.	1%	2%
39	CCN1CCCC1CNC(=O)c1cc(NC(C)=O)c(N(C)C)cc1OC (centres undefined)	?	6%	-25%
40	Cc1ccc(C)c(NC(=O)C2CCCN2C(=O)OC(C)(C)C)c1 (centres undefined)	-8%	-8%	5%
41	COc1cccc(Cn2cnc(-c3ccccc3OC)c2-c2cccnc2)c1	.	?	?
42	CC(=O)/C(C#N)=C1\NC(=O)C(Cc2cc(Cl)ccc2Cl)S1 (centres undefined)	-17%	3.3µM*	?
43	Fc1ccc(N2CCN(c3ncnc4c3nnn4Cc3ccccc3Cl)CC2)cc1	.	15µM*	?
44	O=C(NC1CCc2ccccc21)C1CCN(S(=O)(=O)c2ccc(Cl)cc2)CC1 (centres undefined)	-5%	?	-1%
45	O=C(NCc1ccccc1F)Nc1nnc([C@@H]2C[C@H](O)[C@@H](CO)O2)s1	.	-2%	2%
46	CNc1ccccc1	-1%	10%	5%
47	Cc1ccc(CN=C(N)Nc2nc(C)cc(C)n2)cc1	-6%	3.3µM*	6.5µM*
48	COCc1ccc(C(=O)N2CCCC(C(=O)c3ccc(Cl)cc3C)C2)o1 (centres undefined)	0%	?	?
49	COc1ccc(Oc2coc3cc(OC(=O)c4cncc(Br)c4)ccc3c2=O)cc1	-2%	-28%	-13%
50	OC(COc1ccccc1)CN(Cc1ccccc1)CC(O)COc1ccccc1 (centres undefined)	-12%	21µM*	16µM*
51	CCC(C)c1c(NS(=O)(=O)c2ccc(C)cc2)o[nH]c1=O (centres undefined)	.	-16%	15%
52	Cc1cccc(CCNC(=O)c2cccc(NC3=NC4CS(=O)(=O)CC4S3)c2)c1 (centres undefined)	-6%	0%	-7%
53	O=C(NCCc1nnc2ccc(NCc3cccnc3)nn12)c1ccccc1F	-2%	-3%	6%
54	CCO[C@@H]1OC(C(=O)NCc2ccccc2)=C[C@H](C2CCCCC2)[C@H]1CCCO	5%	?	?
55	NC1=NN(c2c(Cl)cc(Cl)cc2Cl)C(=O)C1	.	-15%	4%
56	O=C(NNS(=O)(=O)c1ccc(CCCl)cc1)C(O)(c1ccccc1)c1ccccc1	-9%	-20%	-16%
57	Cc1cc(NC(=O)CCN2C(=O)C3C4CCC(C4)C3C2=O)cc(C)c1Br (centres undefined)	-4%	-24%	-3%
58	COc1ccccc1OCc1ccc(C(=O)N(C)c2ccccc2)o1	10%	?	?
59	Cc1occc1-c1nnc(SCC(=O)NCc2ccc3c(c2)OCO3)n1CC(C)C	-9%	?	-7%
60	CCOc1ccc2[nH]c(=O)c(C(c3nnnn3Cc3ccco3)N3CCN(C)CC3)cc2c1 (centres undefined)	0%	-18%	1%
61	Cc1ccccc1-c1cc(C(=O)n2cccn2)c2cc(Cl)ccc2n1	1%	-13%	?
62	CC(=O)c1cccc(N(C(=O)Cn2nnc3ccccc32)C(C(=O)NCc2ccccc2)c2ccccn2)c1 (centres undefined)	3%	-3%	-4%
63	COc1ccc(Nc2ncc3nc(-c4cccs4)c(=O)n(Cc4cccc(OC)c4)c3n2)cc1	-5%	4%	-1%
64	O=C(COC(=O)c1c2c(nc3ccccc13)/C(=C\c1ccco1)CC2)NC1CCCC1	.	23µM*	16µM*
65	COc1ccc(C(=O)NC(=S)Nc2ccc(S(=O)(=O)Nc3cc(OC)nc(OC)n3)cc2)cc1	-9%	-1%	3%
66	COc1ccc2[nH]c(=O)c(C(c3nnnn3CC3CCCO3)N3CCc4ccccc4C3)cc2c1 (centres undefined)	-4%	-13%	-23%
67	CC(C)C(NC(=O)C1CCCCC1)C(=O)NCc1ccccn1 (centres undefined)	-15%	?	-3%
68	COc1ccccc1N1CCN(CCCNC(=O)c2nnc(Cc3ccc(F)cc3Cl)o2)CC1	-8%	?	?
69	Cc1ccc(S(=O)(=O)/N=C(/NC(=S)Nc2c(C)n(C)n(-c3ccccc3)c2=O)c2ccccc2)cc1	7%	15%	-17%
70	Cc1ccc(-n2nc3c(=O)n(CCCC(=O)N4CCC(C(N)=O)CC4)nc(C)c3c2C)cc1	-1%	8%	6%
71	Cc1ccc(S(=O)(=O)N2CCN(CC(=O)Nc3ccccc3Cl)CC2)cc1	-9%	-2%	-4%
72	COC(=O)[C@@]12C[C@@H](CC(=O)NCc3ccc(OC)c(OC)c3)C(=O)N(Cc3cccc4ccccc34)C1=CCC(C)(C)C2	.	?	?
73	Cc1cc(C)nc(NNS(=O)(=O)c2ccc(F)c(Cl)c2)n1	-12%	?	23µM*
74	COc1ccc(OC)c(CC(=O)N2CCc3cc(OC)c(OC)cc3C2)c1	-4%	?	0.13µM*
75	COc1cc(NC(=O)c2cc(Br)cc(C)c2OC)ccc1NC(=O)C(C)C	-2%	23µM*	?

Later entries
nr	canonical_smiles	GCN5L2 inh	DT40 TDP1 no CPT	TDP1 cell CPT
76	Cc1ccnc2nc(C(=O)NCc3ccccc3)nn12	-4%	13%	5%
77	CCOC(=O)C1CCCN(C(=O)C2CCN(S(=O)(=O)c3ccc4ccccc4c3)CC2)C1 (centres undefined)	1%	?	?
78	CCCOc1ccccc1N/C(N)=N/c1nc(C)cc(C)n1	-2%	?	?
79	O=S(=O)(O)c1ccc(N2N=C(c3ccccc3)CC2c2ccccc2)cc1 (centres undefined)	?	0%	-2%
80	CC[C@H](C)[C@H]1CNC(=S)N1CC1CCN(CCC(C)C)CC1	.	-24%	-26%
81	CSc1nc(NCC(C)C)nc(N2CCOCC2)n1	-2%	-17%	-14%
82	Cc1ccc(C(=O)Nc2cccnc2)cc1S(=O)(=O)N1CCCCCC1	-3%	?	?
83	COCc1cc(=O)[nH]c(/N=C(\N)Nc2cccc(Cl)c2)n1	-6%	?	?
84	CCc1ccccc1NC(=O)CN(C)C(=O)c1cc(C2CC2)nn1-c1ccccc1	-1%	-16%	-26%
85	COc1ccccc1N1C(=O)C2C3C=CC(C3)C2C1=O (centres undefined)	-6%	-3%	11%
86	C/C(N)=C(/C#N)C(=O)COc1ncnc2ccc(Br)cc12	4%	-26%	-13%
87	CN1Cc2c(N3CCOCC3)nc3sc(C(=O)c4ccc(Br)cc4)c(N)c3c2CC1(C)C	-9%	5.2µM*	4.1µM*
88	C=CCN(c1ccccc1)S(=O)(=O)c1cccc(C(=O)Nc2nc3ccccc3[nH]2)c1	-26%	13µM*	21µM*
89	CC1COc2ccccc2N1C(=O)c1ccc(Cl)nc1 (centres undefined)	-9%	-12%	14%
90	CCNC(=O)C1CCCN(C(=O)c2cc(OC)c(OC)c(OC)c2)CC1 (centres undefined)	.	-3%	-4%

Some of the compounds tested; rates above refer to the full screens.
